SENP1 inh = human SENP1 catalytic domain inhibitors, primary screen, biochemical, FRET, uHTS. Sentrin-specific protease 1 (Homo sapiens), Q9P0U3. recombinant SENP1 catalytic domain, CyPet-SUMO1-YPet FRET cleavage. inhibition, % at 10 µM. hit rate 0.21% among 360,000;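 active means inhibition at least 30% at 10 µM, raw YFP signal under a set limit, fluorescence ratio 0.5 to 1.5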;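 further: 0% = enzyme with DMSO and 100% = no enzyme wells; some results filed as inactive read as strong as hits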
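Test system: human SENP1 catalytic domain; medium: Tris pH 8 buffer plus EDTA, NaCl, BME, BSA, NP40, catalase; incubation: 50 min reaction at room temperature; technique: FRET, CFP and YFP emission; controls: no-enzyme low control and enzyme-plus-DMSO high control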
MIN6 prolif = inducers of MIN6 beta-cell proliferation, primary screen, ATP luminescence, uHTS; MIN6 cells proliferation, ATPlite luminescence, 48 h; cells starved in 0.2% serum; 100% = growth in 10% serum; proliferation, % at 10 µM; hit rate 0.29% among 330,000;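 active means compounds whose signal lies at least 3.5 SD above the mean of all wells on their plate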;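 further: 0% = DMSO-treated cells in low-serum medium and 100% = 10% serum control; some compounds called inactive have numbers as strong as hits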
hIAP activ = human IAP activators, primary screen, biochemical, luminescence, uHTS; activation factor at 10 µM; purified human IAP, CDP-Star luminescence, 30 min; hits give high values; 1 = vehicle-only enzyme, 0 = enzyme-free background; Intestinal-type alkaline phosphatase (Homo sapiens), P09923; hit rate 0.16% among 330,000;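 active means activation factor of the enzyme at least 2-fold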; further: the source names both 10 and 20 µM as test concentration; values of inactives mirror those of a sister screen read the other way
Target sequence (P09923 whole entry, looked up): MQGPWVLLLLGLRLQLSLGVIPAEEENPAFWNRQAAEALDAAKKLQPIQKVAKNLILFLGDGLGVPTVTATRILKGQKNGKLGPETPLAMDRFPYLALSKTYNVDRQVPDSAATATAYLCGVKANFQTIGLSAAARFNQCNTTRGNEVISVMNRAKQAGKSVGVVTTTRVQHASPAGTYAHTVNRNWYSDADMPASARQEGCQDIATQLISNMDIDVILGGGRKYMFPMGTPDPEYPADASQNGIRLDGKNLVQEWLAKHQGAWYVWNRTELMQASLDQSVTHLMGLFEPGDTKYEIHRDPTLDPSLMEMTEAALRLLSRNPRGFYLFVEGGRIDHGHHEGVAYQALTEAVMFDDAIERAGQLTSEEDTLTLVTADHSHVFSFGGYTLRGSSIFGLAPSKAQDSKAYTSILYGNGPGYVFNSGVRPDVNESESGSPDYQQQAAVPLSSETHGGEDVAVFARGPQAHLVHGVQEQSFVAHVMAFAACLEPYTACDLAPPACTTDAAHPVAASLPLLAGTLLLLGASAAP
hIAP block = human IAP inhibitors, primary screen, biochemical, luminescence, uHTS; Intestinal-type alkaline phosphatase (Homo sapiens), P09923; purified IAP, CDP-Star luminescence, 30 min; inhibition, % at 10 µM; hit rate 0.12% among 330,000; AID 2544, 2010;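 active means inhibition reaching a set limit with compound at 10 µM in the primary screen, cut at about 35% in these data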;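 further: plate controls were DMSO wells with enzyme for no effect and no-enzyme buffer wells for full effect; values of inactives mirror those of a sister screen read the other way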
mIAP block = inhibitors of mouse IAP, primary screen, biochemical, luminescence, uHTS | intestinal alkaline phosphatase [Mus musculus] | purified mouse IAP, CDP-Star luminescence, 30 min | inhibition, % at 10 µM | hit rate 0.2% among 330,000;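 active means inhibition of at least 40% at 10 µM in the primary screen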;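 further: plate controls were DMSO with enzyme for no effect and no enzyme wells for full effect; values of inactives mirror those of a sister screen read the other way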
APOBEC3A inh = APOBEC3A ssDNA deaminase inhibitors, primary screen, selectivity assay for APOBEC3G inhibitor project, biochemical, FAM/TAMRA oligo cleavage fluorescence; DNA dC->dU-editing enzyme APOBEC-3A (Homo sapiens), P31941; recombinant A3A, FAM/TAMRA ssDNA deamination fluorescence; inhibition, % at 20 µM; hit rate 0.41% among 330,000; AID 493011, 2011;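 active means at least 40% inhibition at 20 µM here, with at most 30% in a related deaminase screen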;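 further: plate controls were A3A with DMSO for no effect and wells lacking A3A enzyme for full effect; some results filed as inactive read as strong as hits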
Target sequence (P31941 whole entry, looked up): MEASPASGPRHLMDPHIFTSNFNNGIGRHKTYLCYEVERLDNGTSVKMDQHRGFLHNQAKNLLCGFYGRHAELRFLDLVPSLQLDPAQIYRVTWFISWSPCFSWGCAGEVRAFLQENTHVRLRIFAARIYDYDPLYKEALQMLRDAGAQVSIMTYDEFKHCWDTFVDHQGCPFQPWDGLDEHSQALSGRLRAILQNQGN
NLRP3 yeast inh = NALP3 inflammasome inhibitors in reconstituted yeast, primary screen, luminescence, uHTS | Yeast reconstituted NLRP3/ASC/caspase-1, beta-gal luminescence, 24 h | inhibition, % at 10 µM | hit rate 0.39% among 330,000 | AID 2825, 2010;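 active means inhibition of 50% or more; inactive means inhibition below 50%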;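 further: plate controls were induced DMSO wells for no effect and uninduced yeast grown without galactose for full effect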
mIAP act = activators of mouse IAP, primary screen, biochemical, luminescence, uHTS. intestinal alkaline phosphatase [Mus musculus]. muIAP, CDP-Star luminescence, 30 min; hits give high values; 1 = vehicle-only enzyme signal, 0 = enzyme-free wells. activation factor at 10 µM. hit rate 0.24% among 330,000;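 active means activation factor of at least 2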; further: the source names both 10 and 20 µM as test concentration; values of inactives mirror those of a sister screen read the other way
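System: Mouse IAP enzyme | Also added: CDP-Star substrate | Dosing: Compounds dispensed in DMSO | Schedule: 30 min enzyme-substrate-compound incubation at room temperature | Technique: Chemiluminescence readout | Control set: DMSO-only wells and no-enzyme negative control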
APOBEC3G inh = APOBEC3G DNA deaminase inhibitors, primary screen, biochemical, fluorescence, single-stranded DNA substrate, uHTS. recombinant A3G, ssDNA deamination FAM/TAMRA fluorescence. hit rate 0.28% among 330,000. DNA dC->dU-editing enzyme APOBEC-3G (Homo sapiens), Q9HC16. inhibition, % at 20 µM;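 active means inhibition of at least 40% at 20 µM, with no more than 30% in the related APOBEC3A deaminase screen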;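 further: plate controls were DMSO wells with A3G for no effect and wells lacking A3G enzyme for full effect; some compounds called inactive have numbers as strong as hits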
Target sequence (Q9HC16 whole entry, looked up): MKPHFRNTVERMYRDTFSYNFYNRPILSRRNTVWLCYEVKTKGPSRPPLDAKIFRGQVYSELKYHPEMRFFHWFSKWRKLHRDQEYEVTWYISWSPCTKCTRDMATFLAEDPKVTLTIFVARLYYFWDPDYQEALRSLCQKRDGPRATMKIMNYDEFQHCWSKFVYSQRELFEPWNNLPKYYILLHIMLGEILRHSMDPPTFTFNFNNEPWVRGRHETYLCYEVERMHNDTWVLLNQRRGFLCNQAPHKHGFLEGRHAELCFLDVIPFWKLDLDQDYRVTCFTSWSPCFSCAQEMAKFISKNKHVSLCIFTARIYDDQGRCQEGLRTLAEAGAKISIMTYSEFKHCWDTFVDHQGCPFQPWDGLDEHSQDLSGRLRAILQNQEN
* = called active by the depositor.

SMILES	SENP1 inh	MIN6 prolif	hIAP activ	hIAP block	mIAP block	APOBEC3A inh	NLRP3 yeast inh	mIAP act	APOBEC3G inh
N#CC(Cc1ccc(OC(F)F)cc1)c1nc2ccccc2[nH]1 (configuration not stated)	-6.5	0.0	0.989	1.1	24.7	-0.1	11.3	0.753	0.5
COc1ccc(S(=O)(=O)NCCN2CCOCC2)c(C)c1C	-1.2	-1.3	1.06	-5.6	-0.4	-5.8	16.0	1	-7.6
CCn1c(SCC(N)=O)nnc1C(C)C	-0.5	-0.6	1.12	-11.7	1.5	-1.0	19.7	0.985	-4.3
Cc1nc2sc3c(O)cc(=O)[nH]c3c2c(C)c1C	-5.5	-2.3	0.937	6.3	3.6	0.5	15.9	0.964	3.1
CC(C)(C)NC(=O)CN1C(=O)/C(=C/c2ccccc2)SC1=S	-0.7	1.4	0.958	4.2	3.2	-2.4	12.6	0.968	-2.6
CC(=O)CCC(=O)NCCc1ccccc1F	-0.9	-0.5	0.997	0.3	2.5	4.8	4.5	0.975	-4.5
CC(Cc1ccccc1)C(=O)N1CCN(C)CC1 (configuration not stated)	-0.9	-2.8	1.08	-8.1	-2.1	7.7	10.9	1.02	14.6
O=C(NC1CCC1)C1CCC(=O)N(Cc2cccc(F)c2)C1 (configuration not stated)	2.2	1.4	0.989	1.1	-4.7	-3.4	8.6	1.05	-1.2
CCOC(=O)C1=C(C)N(CCCC(=O)O)C(=O)NC1c1ccccc1 (configuration not stated)	0.1	-1.6	0.985	1.5	5.2	-2.4	8.6	0.948	-2.0
CN1CCN(Cc2c(O)ccc3occ(C(=O)c4ccccc4)c23)CC1	1.0	-4.0	1.02	-1.8	11.3	-1.0	18.0	0.887	-0.2
O=C(NCC(O)c1ccccc1)c1cccc(S(=O)(=O)N2CCOCC2)c1 (configuration not stated)	1.1	-1.5	1.19	-18.8	-9.0	-4.5	13.2	1.09	-7.0
CC(C)n1nc(C(=O)Nc2ccc(-n3cnnn3)cc2)c2ccccc2c1=O	-0.8	-0.1	1.15	-15.3	9.6	-5.8	-5.4	0.904	-7.5
CC(=O)Nc1ccc(N2CCN(C(=O)c3cccs3)CC2)cc1	-0.6	0.8	0.836	16.4	4.5	0.6	-12.1	0.955	-5.4
COc1ccccc1NS(=O)(=O)c1ccc2oc(N)nc2c1	-0.5	-1.2	0.925	7.5	3.8	-3.3	2.3	0.962	-8.2
O=C(O)c1ccc(NC(=O)c2ccc3c(c2)C(=O)N(CC2CCCO2)C3=O)cc1 (configuration not stated)	1.5	0.0	1	-0.4	6.2	0.4	3.8	0.938	-5.6
CN(CC(=O)Nc1ccc2c(c1)OCO2)S(=O)(=O)c1ccc(F)cc1	3.3	0.0	1	-0.4	-0.9	4.2	22.6	1.01	-1.3
COC(=O)Cn1c(=NC(=O)C2COc3ccccc3O2)sc2cc(S(N)(=O)=O)ccc21 (configuration not stated)	1.9	0.5	1.03	-2.7	-4.1	-6.5	7.5	1.04	-8.1
C/C(=N\NC(=O)c1c(Cl)c(C)nn1C)c1cccc(NC(=O)COc2ccccc2)c1	-0.3	-0.3	1.14	-14.0	1.0	0.4	-7.9	0.99	-3.4
CCCOc1ccc(C(O)CCNC(CC(=O)O)c2ccccc2)cc1 (configuration not stated)	1.9	-1.6	0.907	9.3	2.0	-0.1	6.4	0.98	-4.2
CCOC(=O)c1nc(Nc2ccccc2)c2ccccc2n1	1.2	-0.1	0.966	3.4	7.7	2.0	-10.7	0.923	-6.4
Cc1[nH]n(-c2ccccc2)c(=O)c1C=NCc1ccncc1	-1.5	-3.8	1.23	-22.5	-10.2	-1.5	1.4	1.1	-1.8
COC(=O)c1cccc(NC(=O)CCc2cc(OC)c(OC)c(OC)c2)c1	0.7	0.2	1.15	-15.4	-12.1	2.2	-8.0	1.12	-1.9
CCN(CC(=O)Nc1ccc2c(c1)OCCO2)Cc1cc(=O)oc2c(C)c(C)ccc12	1.8	-2.3	0.889	11.1	6.8	2.0	13.6	0.932	0.6
CCOC(=O)c1ccc(NC(=O)C(=O)NCC2(c3ccc(OC)cc3)CCOCC2)cc1	2.4	-0.7	1.06	-5.7	-4.7	-4.2	6.3	1.05	-4.0
CC(C)c1ccccc1NC(=O)Cn1c(-c2ccccc2Cl)nc2ccccc21	2.6	-1.4	1.14	-13.9	-86.9	17.8	-3.5	1.87	4.1

Next entries.
SMILES	SENP1 inh	MIN6 prolif	hIAP activ	hIAP block	mIAP block	APOBEC3A inh	NLRP3 yeast inh	mIAP act	APOBEC3G inh
O=C(c1ncn(Cc2ccccc2)c1C(=O)N1CCN(c2ccccc2)CC1)N1CCN(c2ccccc2)CC1	-4.2	-4.0	1.23	-23.0	-12.8	-3.7	14.8	1.13	-9.0
O=C(CN(Cc1ccccc1)C(=O)CCl)c1cccc(Br)c1	-0.9	-8.5	1.15	-15.1	-10.8	-4.9	20.1	1.11	-12.6
CC(C)C[C@H](NC(=O)c1nc[nH]c1C(=O)N(C)Cc1ccccc1)C(=O)OCc1ccccc1	-1.0	-6.8	1.4	-40.3	-6.5	-0.4	8.8	1.06	-11.7
CN(C)c1ccc(NC(=O)CCCc2ccccc2)cc1	11.3	-0.3	0.816	18.4	6.2	-2.9	19.0	0.938	-3.5
CN(CC(=O)O/N=C(\N)c1ccccn1)S(=O)(=O)c1ccc(Br)cc1	0.8	1.1	0.89	11.0	-1.3	2.5	19.6	1.01	8.6
COC(=O)Nc1ccc(S(=O)(=O)N2CCCC(C(=O)NCC3CCCO3)C2)cc1 (configuration not stated)	0.6	-3.3	0.935	6.5	-6.0	-3.5	14.1	1.06	-8.5
Cc1ccc2nsnc2c1S(=O)(=O)N(Cc1ccco1)Cc1cc2cccc(C)c2[nH]c1=O	6.0	-1.3	1.03	-3.5	-7.4	1.0	7.8	1.07	-2.5
CC(=O)c1ccc(S(=O)(=O)N2CCN(c3nn(C)c(=O)n(C)c3=O)CC2)cc1	-0.4	2.6	0.949	5.1	2.4	4.5	10.2	0.976	-1.9
CCNC(=S)NS(=O)(=O)c1ccccc1	1.6	-5.0	0.991	0.9	2.7	-2.1	11.2	0.973	-1.1
CCc1nnc(NC(=O)CSc2nc3cccnc3n2Cc2ccccc2)s1	-6.4	0.3	1.01	-1.5	-2.5	-1.5	7.3	1.02	-2.3
Cc1cc(=O)cc(C)[nH]1	0.6	-1.5	0.945	5.5	8.2	-4.3	7.0	0.918	-3.8
O=C(c1ccc(S(=O)(=O)NCc2ccco2)cc1)N1CCCC(C(F)(F)F)C1 (configuration not stated)	1.6	1.8	1.01	-0.7	0.2	-1.2	3.1	0.998	0.7
CN(C)S(=O)(=O)c1cc(NC(=O)CNCc2ccccc2)ccc1Cl	-1.6	-0.7	1	-0.1	6.2	0.7	14.3	0.938	-7.4
COc1ccc([C@H]2CC(=O)C=C(c3ccc(OC)nc3)C2)cc1	0.4	-3.7	0.91	9.0	-6.2	-0.9	29.7	1.06	-7.2
O=C1c2ccccc2C(=O)N1CCN1CCCCC1	1.9	-2.9	0.982	1.8	-8.5	-2.2	-2.9	1.08	-2.0
CCc1ccc(OCC(=O)N/N=C(\C)c2ccc(OC(F)F)cc2)cc1	2.2	-4.0	0.893	10.7	11.8	-1.5	22.5	0.882	-4.3
Cc1ccc(C(=O)CSc2nnc(-c3ccco3)n2Cc2ccccc2)cc1	-2.3	1.5	1.09	-8.6	7.0	4.2	14.4	0.93	-2.5
Cc1ccc(N(C)S(=O)(=O)c2cccc(C(=O)N3CCN(Cc4ccccc4)CC3)c2)cc1	-1.6	-2.1	1.05	-5.4	2.7	4.2	18.3	0.973	-0.8
Cc1cc(=O)oc2cc(OCC(=O)Nc3ccccc3C(N)=O)c(Cl)cc12	-1.4	-0.8	1.23	-22.9	3.3	2.9	9.3	0.967	-1.9
CN(CCO)C(=O)C(c1ccccc1)c1ccccc1	1.1	-2.6	1.43	-43.4	-7.1	-0.5	-0.8	1.07	-4.8
CC1(C)CC(=O)C2=C(C1)N1CCCCC1CC2=O (configuration not stated)	12.0	-1.6	0.915	8.5	1.8	-0.1	-17.5	0.982	-1.5
C[C@@H](C(=O)Nc1nccs1)N1C(=O)C2CC=CCC2C1=O (some centres not stated)	-2.3	5.9	0.879	12.1	11.8	-2.1	4.4	0.882	-3.7
Cc1ccc(OCC(=O)NNC(=S)NCc2ccccc2)cc1	0.2	1.6	1.08	-7.8	0.2	-0.6	17.3	0.998	-1.5
Cc1ccc(C)c(N(CC(=O)Nc2ccccc2C(=O)NCc2ccco2)S(=O)(=O)c2ccccc2)c1	-0.8	-2.2	0.897	10.3	2.9	-0.7	2.3	0.971	-1.8
O=C(O)C1CCCCN1S(=O)(=O)c1ccc(Cl)s1 (configuration not stated)	-3.8	2.7	1.15	-14.8	-6.7	6.0	3.5	1.07	0.0

(more compounds)
SMILES	SENP1 inh	MIN6 prolif	hIAP activ	hIAP block	mIAP block	APOBEC3A inh	NLRP3 yeast inh	mIAP act	APOBEC3G inh
COC(=O)c1nnn(CC(=O)Nc2ccc(C)c(F)c2)c1C(=O)OC	2.0	-1.9	0.859	14.1	-8.6	-0.6	-1.3	1.09	-2.6
Clc1cccc(-c2ccc(CNCc3ccccn3)o2)c1	-3.8	-0.3	1.09	-8.7	-5.4	1.3	24.0	1.05	1.5
COc1cccc(NC(=O)c2cc3c(=O)n4ccccc4nc3n(CC(C)C)c2=N)c1	-44.0	-6.3	0.898	10.2	12.4	-1.5	9.8	0.876	-6.9
CCN(CC(=O)NCc1ccc(Cl)cc1)C(=O)CCC(=O)c1ccc(F)cc1	2.5	0.0	0.995	0.5	7.0	-4.1	19.3	0.93	-6.4
COc1ccc(NS(=O)(=O)c2ccc3c(c2)N(C(C)=O)CC(C)S3)c(OC)c1 (configuration not stated)	1.0	-1.4	1.31	-30.9	-0.3	-3.4	-2.3	1	-5.8
CCOC(=O)C1(Cc2ccccc2)CCCN(CCCn2cccn2)C1 (configuration not stated)	-7.3	2.7	1.01	-1.0	8.6	-1.0	21.8	0.914	-9.0

A portion from further up, as a working copy:
SMILES	SENP1 inh	MIN6 prolif	hIAP activ	hIAP block	mIAP block	APOBEC3A inh	NLRP3 yeast inh	mIAP act	APOBEC3G inh
COc1ccc(NS(=O)(=O)c2ccc3c(c2)N(C(C)=O)CC(C)S3)c(OC)c1 (configuration not stated)	1.0	-1.4	1.31	-30.9	-0.3	-3.4	-2.3	1	-5.8
CCOC(=O)C1(Cc2ccccc2)CCCN(CCCn2cccn2)C1 (configuration not stated)	-7.3	2.7	1.01	-1.0	8.6	-1.0	21.8	0.914	-9.0

Source: PubChem

A portion of the library (hit frequency here may not be typical).
